Source: PubChem BioAssay
Bim-Bcl-B: inhibitors of Bim-Bcl-B interaction, human. Q9HD36. inhibition, % at 10 µM. bead-based flow cytometry, Bim peptide-Bcl-B binding. AID 951. 190,000 compounds, 0.073% hits;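 also: 0% = tracer peptide without compound and 100% = reference inhibitor peptide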
Target sequence (Q9HD36 whole entry, looked up): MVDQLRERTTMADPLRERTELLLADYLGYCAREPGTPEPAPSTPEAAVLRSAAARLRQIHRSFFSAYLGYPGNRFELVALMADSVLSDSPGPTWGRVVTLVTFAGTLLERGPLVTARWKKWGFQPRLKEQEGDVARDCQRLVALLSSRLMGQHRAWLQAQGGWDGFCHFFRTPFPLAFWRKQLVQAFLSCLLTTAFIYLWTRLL
Bim-Bcl-W: inhibitors of Bim-Bcl-W interaction, human; Q92843; bead-based flow cytometry, Bim peptide-Bcl-W binding; inhibition, % at 10 µM; 190,000 compounds, 0.02% hits; AID 952;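 also: 0% = bound tracer without compound and 100% = peptide blocker; higher means less fluorescent Bim peptide bound to Bcl-W beads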
Avidin fluor: avidin bead compound fluorescence profile. fluorescence (KMESF) at 10 µM. Avidin beads, compound fluorescence 488/530 nm, flow cytometry; hits give high values. AID 1775. 220,000 compounds, 0.38% hits; in the data active = fluorescence above about 47; also: inactives centre near 10
Bim-Bfl-1: human Bim-Bfl-1 interaction inhibition. inhibition, % at 10 µM. Bead-based flow cytometry, Bim-Bfl-1 binding inhibition. Q16548. 190,000 compounds, 0.12% hits;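 also: 0% = wells without compound plus tracer and 100% = blocker peptide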
ABCB1 block: inhibitors of human ABCB1 transporter, ABCG2 counter-screen | CCRF-Adr cells, JC-1 efflux, flow cytometry | inhibition, % at 6.6 µM | 190,000 compounds, 0.067% hits; in the data active = inhibition above about 40%;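 also: 0% = vehicle and 100% = reference inhibitor; higher value means more JC-1 retained so stronger ABCB1 efflux block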
ABCG2 block: inhibitors of human ABCG2 transporter, ABCB1 counter-screen; Q9UNQ0; IgMXP3 cells, JC-1 efflux, flow cytometry; inhibition, % at 6.6 µM; 190,000 compounds, 0.1% hits;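 active = inhibition above 80%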;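 also: 0% = DMSO and 100% = nicardipine control wells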
Target sequence (Q9UNQ0 whole entry, looked up): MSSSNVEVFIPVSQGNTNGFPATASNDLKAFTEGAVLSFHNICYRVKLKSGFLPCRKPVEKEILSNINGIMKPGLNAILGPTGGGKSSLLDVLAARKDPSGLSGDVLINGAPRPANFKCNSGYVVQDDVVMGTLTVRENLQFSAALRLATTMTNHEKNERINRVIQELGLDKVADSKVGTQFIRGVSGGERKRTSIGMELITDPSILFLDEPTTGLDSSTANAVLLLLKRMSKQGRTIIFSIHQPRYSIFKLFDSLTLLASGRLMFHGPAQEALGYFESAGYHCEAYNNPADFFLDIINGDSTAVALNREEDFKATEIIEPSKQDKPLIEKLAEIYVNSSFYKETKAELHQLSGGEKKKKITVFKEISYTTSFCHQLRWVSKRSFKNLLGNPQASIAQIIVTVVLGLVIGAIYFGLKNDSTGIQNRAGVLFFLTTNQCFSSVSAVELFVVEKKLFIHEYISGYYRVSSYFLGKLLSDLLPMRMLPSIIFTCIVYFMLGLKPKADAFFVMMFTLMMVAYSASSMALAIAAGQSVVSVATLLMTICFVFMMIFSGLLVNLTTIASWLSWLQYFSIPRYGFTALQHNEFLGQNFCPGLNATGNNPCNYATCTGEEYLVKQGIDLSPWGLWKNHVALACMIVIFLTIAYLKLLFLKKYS
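Incubation: cells with compound and JC-1, 10 min at 25 °C, rotating, no wash / Test system: IgMXP3 (ABCG2) plus far-red-tagged CCRF-Adr (ABCB1) cells / Compound dosing: one concentration, 6.6 µM final / Also added: JC-1 fluorescent substrate / Evaluation: efflux inhibition in percent versus controls / Detection: flow cytometry, 530 nm JC-1 signal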
GSH fluor: compound fluoresces at 488/530 nm on GSH beads. GSH beads flow cytometry, compound fluorescence 488/530 nm; hits give high values. fluorescence (KMESF) at 10 µM. 190,000 compounds, 0.25% hits. AID 1776; in the data active = fluorescence above about 89;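 also: glutathione beads carrying GST-tagged Bcl family fusion proteins plus one bare bead set; values are compound well signal with DMSO vehicle wells as background; inactives centre near 16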
Bim-Bcl-2: human Bim-Bcl-2 interaction inhibition; P10415; Bead-based flow cytometry, Bim peptide-Bcl-2 binding; inhibition, % at 10 µM; 190,000 compounds, 0.06% hits; in the data active = inhibition above about 40%; inconclusive = no clear call, values can overlap the other calls;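 also: 0% = no compound wells with probe peptide and 100% = reference peptide inhibitor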
Bim-Bcl-XL: disrupts Bim peptide binding to human Bcl-XL; Q07817; bead flow cytometry, fluorescence; inhibition, % at 10 µM; 190,000 compounds, 0.04% hits; AID 1007
Target sequence (Q07817 whole entry, looked up): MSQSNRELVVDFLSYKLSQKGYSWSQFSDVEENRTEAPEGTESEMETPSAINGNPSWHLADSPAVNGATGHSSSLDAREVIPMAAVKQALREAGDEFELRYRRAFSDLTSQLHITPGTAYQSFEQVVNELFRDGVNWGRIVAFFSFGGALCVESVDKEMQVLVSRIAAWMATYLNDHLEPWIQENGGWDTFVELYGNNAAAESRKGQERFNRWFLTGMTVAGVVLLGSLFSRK
RGS7-Gao reg: modulates binding of RGS7 to human Galphao; Multiplexed bead flow cytometry; actives lie on both sides; binding response (% of control), % at 10 µM; 220,000 compounds, 0.35% hits; in the data active = binding response below about 49% or above about 150%; inconclusive = no clear call, values can overlap the other calls; inactive = in between;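 also: fluorescent Galphao held in activated GDP-AlF4 state binding bead-coupled RGS7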
RGS4-Gao reg: human RGS4-Galphao interaction regulation | Multiplexed bead flow cytometry, RGS4-Galphao binding; actives lie on both sides | binding response (% of control), % at 10 µM | 220,000 compounds, 0.33% hits; in the data active = binding response below about 49% or above about 150%; inactive = in between;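 also: fluorescent Galphao activated with aluminum fluoride binding bead-coupled RGS4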
Numbers without * were called inactive; ? = inconclusive. Rule as the data show it, unless noted: active = inhibition above about 40%.

The opening 2 entries, ahead of the listing:
SMILES	Bim-Bcl-B	Bim-Bcl-W	Avidin fluor	Bim-Bfl-1	ABCB1 block	ABCG2 block	GSH fluor	Bim-Bcl-2	Bim-Bcl-XL	RGS7-Gao reg	RGS4-Gao reg
O=C(c1cc(Cl)nc2ccccc12)N1CCc2ccccc2C1	-27	-15	10	-12	3.0	7	19	-10	-21	112	98
Cc1nc(SCC(=O)NCCc2ccc(Cl)cc2)nc(C)c1C	-4	-4	29	-1	0.3	1	20	0	-3	99	100

This part in full, from the start:
SMILES	Bim-Bcl-B	Bim-Bcl-W	Avidin fluor	Bim-Bfl-1	ABCB1 block	ABCG2 block	GSH fluor	Bim-Bcl-2	Bim-Bcl-XL	RGS7-Gao reg	RGS4-Gao reg
O=C(c1cc(Cl)nc2ccccc12)N1CCc2ccccc2C1	-27	-15	10	-12	3.0	7	19	-10	-21	112	98
Cc1nc(SCC(=O)NCCc2ccc(Cl)cc2)nc(C)c1C	-4	-4	29	-1	0.3	1	20	0	-3	99	100
CCOc1ccccc1NC(=O)C(C)CC (stereo not given)	-1	0	10	-4	0.1	0	21	4	0	101	95
O=C(c1ccncc1)N1CCN(c2ccc(F)cc2)CC1	-3	-2	8	-6	0.0	0	5	-5	-4	101	101
CC1CN(CCCOc2ccc([N+](=O)[O-])cc2)CC(C)O1 (stereo not given)	-7	-4	11	-1	0.3	8	22	1	-6	98	95
CN(Cc1ccccc1)C(=O)c1ccc(Cl)c([N+](=O)[O-])c1	-8	-5	5	-4	1.9	13	7	-5	-8	102	103
O=C(CCN1CCN(c2ccccc2)CC1)NNC(=S)Nc1ccccc1	-10	-2	10	-4	0.2	0	23	-1	-6	100	101
O=C(NCCc1c[nH]c2ccccc12)C1CCC(Cn2c(=S)[nH]c3ccccc3c2=O)CC1 (stereo not given)	-13	8	6	-6	1.1	4	42	-5	-2	103	101
CCn1c(N)c(C(=O)NCc2cccnc2)sc1=S	0	-2	7	0	0.4	1	16	1	-4	100	99
COc1ccc(-n2c(C)nc3c(cnn3-c3ccc(C)c(C)c3)c2=O)cc1	-6	0	10	-11	0.7	3	20	-9	-6	98	100
COc1ccc(/C=C(/NC(C)=O)C(=O)O)cc1	-5	0	9	-7	0.8	4	31	-5	-5	103	102
CC(C)NC(=O)C(=O)NCCN1CCN(C(=O)c2ccc(C(C)(C)C)cc2)CC1	0	2	12	2	-0.5	-4	15	0	1	?	100
CC1(CCc2ccccc2)NC(=O)N(CC(=O)Nc2ccc3c(c2)OCCO3)C1=O (stereo not given)	-4	0	19	-9	1.6	9	12	-2	-5	97	102
O=C(NC1CCCCC1)C1(c2ccccc2)CC1(Cl)Cl (stereo not given)	0	1	12	-13	2.1	24	12	-5	0	99	102
COc1ccc(NC(=O)CSc2nc3c(c(=O)n2-c2ccc(F)cc2)SCC3)c(OC)c1	-8	3	6	-9	0.8	1	44	-6	-2	98	100
NNc1nc(-c2ccccc2)cs1	-13	-6	17	-6	-0.1	0	20	-6	-2	91	87
O=C(NNc1c2ccccc2nc2ccccc12)c1ccccc1O	-1	-1	3	2	-0.2	1	8	0	-7	99	101
COc1ccc(Cc2noc(CN(C)CC(O)c3ccccc3)n2)cc1OC (stereo not given)	-5	-5	10	-4	0.1	0	15	-3	-2	94	96
Cc1cc(C(=O)OCC(=O)N2c3ccccc3CC2C)c(C)o1 (stereo not given)	0	3	4	0	-0.3	0	24	4	2	98	97
O=[N+]([O-])c1ccc(Sc2nccn2Cc2ccccc2)cc1	-4	-1	15	-5	1.6	8	10	-3	-1	106	111
S=c1[nH]nc(-c2ccco2)n1/N=C/c1ccccc1Cl	-31	-2	20	1	-0.9	-6	14	-3	-4	103	98
Cc1cc(C)nc(NCC(O)COc2ccccc2C)n1 (stereo not given)	-1	0	3	1	-2.1	-3	36	-1	-9	107	105
COC(=O)c1ccc(S(=O)(=O)c2ccccc2)c(N)c1	-6	2	8	-10	0.5	3	64	-6	-7	96	96
COCCNC(=O)c1cc2c(=O)n(C)c3ccccc3c2n1C	-4	0	8	-9	0.6	4	20	-2	-1	98	101
O=C(CCCc1ccccc1)Nc1ccccn1	-2	-1	10	-1	-0.2	-1	12	-1	0	105	93

Record cards, as listed above:
Shown for O=C(CCN1CCN(c2ccccc2)CC1)NNC(=S)Nc1ccccc1 → Bim-Bcl-B = -10; Bim-Bcl-W = -2; Avidin fluor = 10; Bim-Bfl-1 = -4; ABCB1 block = 0.2; ABCG2 block = 0; GSH fluor = 23; Bim-Bcl-2 = -1; Bim-Bcl-XL = -6; RGS7-Gao reg = 100; RGS4-Gao reg = 101
Shown for CN(Cc1ccccc1)C(=O)c1ccc(Cl)c([N+](=O)[O-])c1 → Bim-Bcl-B = -8; Bim-Bcl-W = -5; Avidin fluor = 5; Bim-Bfl-1 = -4; ABCB1 block = 1.9; ABCG2 block = 13; GSH fluor = 7; Bim-Bcl-2 = -5; Bim-Bcl-XL = -8; RGS7-Gao reg = 102; RGS4-Gao reg = 103
Shown for Cc1nc(SCC(=O)NCCc2ccc(Cl)cc2)nc(C)c1C → Bim-Bcl-B = -4; Bim-Bcl-W = -4; Avidin fluor = 29; Bim-Bfl-1 = -1; ABCB1 block = 0.3; ABCG2 block = 1; GSH fluor = 20; Bim-Bcl-2 = 0; Bim-Bcl-XL = -3; RGS7-Gao reg = 99; RGS4-Gao reg = 100

Further results:
SMILES	Bim-Bcl-B	Bim-Bcl-W	Avidin fluor	Bim-Bfl-1	ABCB1 block	ABCG2 block	GSH fluor	Bim-Bcl-2	Bim-Bcl-XL	RGS7-Gao reg	RGS4-Gao reg
Cc1ccc(C(C)C)c(OCc2nnc(SCC(=O)Nc3ncc(C)s3)n2C)c1	-7	3	8	-9	0.5	14	43	-7	-2	94	94
COc1cccc(-n2c(C)nn(C)c2=O)c1	1	1	44	0	0.3	3	14	-1	0	97	92
COc1ccc(/C=N\NC(=O)CC(=O)Nc2cccc(Cl)c2)cc1OC	-1	-3	14	1	0.1	1	63	-3	-4	103	105
C[C@H]1[C@H](C)CC[C@]2(C(=O)O)CC[C@]3(C)C(=CC[C@@H]4[C@@]5(C)C[C@@H](O)[C@H](O)C(C)(C)[C@@H]5CC[C@]43C)[C@H]12	0	0	11	1	-0.1	-2	16	1	-3	98	101
O=C(Oc1cccc(Oc2ccccc2)c1)N1CCOCC1	-1	-1	34	-1	0.4	3	10	-1	-2	100	101
Cc1[nH]c2ccccc2c1/C=N/Nc1nc(Nc2ccccc2)nc(N2CCOCC2)n1	-5	0	5	-13	-0.1	0	26	-5	-3	95	97
O=C(NCc1nc2ccccc2[nH]1)C1=C[C@@H](c2ccc(Br)cc2)C[C@@H](OCCCCO)O1	-3	-1	7	-5	1.4	4	21	-3	0	98	96
CCCCC(=O)N/N=C/c1ccc(-c2ccc([N+](=O)[O-])cc2)o1	-7	1	12	-3	0.1	5	11	0	-2	105	101
Cc1ccc(-c2nc(N)sc2-c2ccc(C)cc2)cc1	-3	-2	10	-5	1.6	10	17	-3	-1	100	102
CC(C)N(CC#CCC(O)(c1ccccc1)C1CCCC1)CCO (stereo not given)	-6	-3	12	-7	0.1	0	13	-3	-4	106	105
CCn1nc(C(=O)OCC(=O)NC(C)C)c2ccccc2c1=O	-3	-1	8	-5	-0.1	0	16	-2	0	102	99
CCOc1ccccc1C(=O)N/N=C/c1cccc2cccnc12	-11	0	11	-14	1.5	9	24	-16	-5	103	104
CC(C)C(=O)Nc1ccc2c3c(cccc13)CC2	-10	-4	20	-7	2.7	8	15	-6	-5	98	103
COc1ccccc1C(=O)OCC(=O)Nc1ccc(OC(F)F)cc1	-10	-2	15	-12	0.9	8	22	-10	-5	95	97
CCCCCC1CC(=O)N(Cc2ccc(Cl)cc2)C(=O)N1 (stereo not given)	-2	1	12	-7	0.8	3	77	-8	-3	102	101
O=C(O)CSc1nnc(-c2ccncc2)n1Cc1ccccc1	-6	-2	5	-10	0.3	1	36	-5	-11	93	97
CCCCN(CC)CCNC(=O)CN1C(=O)COc2ccc(S(=O)(=O)N3CCCC3)cc21	-2	1	13	0	0.5	1	22	0	0	103	99
CS(=O)(=O)c1ccccc1-c1nc(-c2cc(C(F)(F)F)cc(C(F)(F)F)c2)no1	1	-2	6	2	0.6	6	18	0	-1	98	98
C/C(=N\Nc1nc2ccccc2s1)c1cccs1	-11	-4	5	-2	-3.7	-6	10	-2	-4	102	102
C=CCC(=O)N1CCCC(CCC(=O)NCc2ccccc2F)C1 (stereo not given)	-7	-3	9	-10	0.5	1	18	-7	-3	99	101
O=S(=O)(NC1CC2CCC1C2)c1ccc(Br)s1 (stereo not given)	0	0	17	-1	0.7	2	12	-2	-2	96	100
CC(C)(C)NC(=O)C(c1ccc(F)cc1)N(CCc1ccccc1)C(=O)c1ccn[nH]1 (stereo not given)	0	0	10	-1	2.2	2	21	-6	-2	100	101
Cc1ccc(Nc2nc3nonc3[nH]c2=O)cc1	-2	-3	7	-2	0.2	1	20	0	-1	101	104
COc1ccc(N2C(=O)CC(SCCc3nc4ccccc4[nH]3)C2=O)cc1 (stereo not given)	7	17	19	-5	1.1	9	17	-12	8	107	105
O=C(OCC(=O)N1CCN(C(=O)c2ccco2)CC1)c1ccccc1C(=O)c1ccccc1	-6	0	8	-13	1.1	2	53	-10	2	97	98
The results go on.
SMILES	Bim-Bcl-B	Bim-Bcl-W	Avidin fluor	Bim-Bfl-1	ABCB1 block	ABCG2 block	GSH fluor	Bim-Bcl-2	Bim-Bcl-XL	RGS7-Gao reg	RGS4-Gao reg
CCCCCOC(=O)Cc1c(C)nc(-c2ccccc2)[nH]c1=O	1	4	19	-3	0.5	3	15	-1	0	96	104
CCc1ccc(S(=O)(=O)N2CC(=O)Nc3ccccc32)cc1	0	0	35	0	-0.1	0	18	-1	-2	96	98
O=C(c1ccncc1)c1ccc(N2CCN(C3CC(=O)N(Cc4cccs4)C3=O)CC2)cc1 (stereo not given)	-4	0	10	-2	1.0	2	21	-5	0	99	95
CCOc1ccc(C(=O)NCC(=O)OCc2cc(C(C)=O)ccc2OC)cc1	-10	-3	8	-7	0.8	3	12	-2	-7	103	97
CC(CCc1ccccc1)NC(=O)c1ccc(C(=O)NC(C)CCc2ccccc2)cc1 (stereo not given)	-5	-1	10	-12	8.3	23	24	-6	0	101	105
CCN(Cc1ccncc1)C(=O)c1cccc(S(=O)(=O)N2CCOCC2)c1	-8	0	12	-16	0.6	4	38	-14	-6	95	101

Exported with two lines to a compound: part of the list above
Below each SMILES – Bim-Bcl-B | Bim-Bcl-W | Avidin fluor | Bim-Bfl-1 | ABCB1 block | ABCG2 block | GSH fluor | Bim-Bcl-2 | Bim-Bcl-XL | RGS7-Gao reg | RGS4-Gao reg
CC(CCc1ccccc1)NC(=O)c1ccc(C(=O)NC(C)CCc2ccccc2)cc1 (stereo not given)
  -5 | -1 | 10 | -12 | 8.3 | 23 | 24 | -6 | 0 | 101 | 105
CCN(Cc1ccncc1)C(=O)c1cccc(S(=O)(=O)N2CCOCC2)c1
  -8 | 0 | 12 | -16 | 0.6 | 4 | 38 | -14 | -6 | 95 | 101
CCCCCOC(=O)Cc1c(C)nc(-c2ccccc2)[nH]c1=O
  1 | 4 | 19 | -3 | 0.5 | 3 | 15 | -1 | 0 | 96 | 104
CCOc1ccc(C(=O)NCC(=O)OCc2cc(C(C)=O)ccc2OC)cc1
  -10 | -3 | 8 | -7 | 0.8 | 3 | 12 | -2 | -7 | 103 | 97
